# Lipid storage S3: qHTS Assay for Lipid Storage Modulators in Drosophila S3 Cells | actives 0.64% (n = 320,000) | Drosophila S3 cells, BODIPY lipid droplet fluorescence, 18-24 h; cells fed with added oleic acid | Potency in µM for hits, for the others lipid storage change, negative = inhibition, % at the top dose, mostly 46.1 µM; active means well fitted inhibition curve with a large enough effect in the signal ratio, with a control signal flat, not every such curve was filed as active; inconclusive means small, poorly fitted or top-dose-only effect, or effect the other way, or a change in a side signal; the % refers to the signal ratio
#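 Laser-scanning cytometry quantifies lipid droplet accumulation (500–530 nm total intensity; droplet/cell object ratio) in oleic acid-fed (400 uM added) Drosophila S3 cells treated with a concentration series. 20 uM Triacsin C defined 100% inhibition.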
# Lipid storage S3 cell count max: also measured in Lipid storage S3; calls as there; cell number change, %; measured here: cell count max response;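 cells counted by Cell Tracker Red CMTPX staining in the red channel; peak over a dose series mostly up to 46.1 µM; percent activity relative to internal control wells on each plate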
# * hit, by the source's call; i = inactive; ? = inconclusive; . = no result given. On the % scale 0 is the no-effect control and ±100 the full control effect; potency means the concentration at half of the fitted maximal effect.
canonical_smiles	Lipid storage S3	Lipid storage S3 cell count max
COc1ccc(N2C(=O)CSC2c2cccc(F)c2)c(OC)c1 (stereo not given)	?	.
CCCc1nnc(SCC(=O)N2CCOCC2)n1C	4%	20
COc1cc2cc(Oc3ccc4ccc(=O)oc4c3)c(=O)oc2cc1OC1OC(COC(=O)CC(C)(O)CC(=O)O)C(O)C(O)C1O (stereo not given)	0%	-22
COC(=O)[C@@]12CCCCN1[C@H](c1ccc(SC3CCCCC3)c(OC)c1)[C@@H]1C(=O)N(C)C(=O)[C@@H]12	?	.
Cc1noc(NS(=O)(=O)c2ccc(NC(=O)c3ccoc3C)cc2)c1C	17%	8
Cc1cc(C(=O)O)ccc1-c1ccc(/C=N/n2cnnc2)o1	?	.
CCOc1ccc(OCC)c(NC(=O)CSc2nc3cccnc3n2C)c1	2%	-1
CC(=O)NCCC(=O)Nc1cc(S(=O)(=O)N2CCCCC2)ccc1Oc1cccc(C)c1	?	.
COC(=O)c1cc(NCc2cccs2)ccc1N1CCOCC1	i	-13
CC(=O)NCCC1CCCCN1C(=O)c1cc(COc2cc(C)ccc2C)on1 (stereo not given)	?	.

# A different layout for 3 compounds above:
Lipid storage S3,Lipid storage S3 cell count max,SMILES
2%,-1,CCOc1ccc(OCC)c(NC(=O)CSc2nc3cccnc3n2C)c1
?,.,CC(=O)NCCC(=O)Nc1cc(S(=O)(=O)N2CCCCC2)ccc1Oc1cccc(C)c1
i,-13,COC(=O)c1cc(NCc2cccs2)ccc1N1CCOCC1

# The listing continues:
canonical_smiles	Lipid storage S3	Lipid storage S3 cell count max
Cc1nc(N)ncc1Sc1ccc(Cl)cc1	?	.
Cc1nc(NC(=O)c2cc3ccccc3o2)sc1C	-9%	-17
Cc1ccc(-c2cn3c(n2)SCC3)cc1	9%	-2
COc1cc(C(C(=O)NC2CCCCC2)N(CCN2CCOCC2)C(=O)C2COc3ccccc3O2)cc(OC)c1OC (stereo not given)	6%	0
O=C(Cn1c(=O)oc2cc(S(=O)(=O)N3CCc4ccccc43)ccc21)N1CCCCC1	?	.
CCC1S/C(=N/N=C/c2ccco2)NC1=O (stereo not given)	?	.
Cc1ccc(-n2ncc3c(NCCCN4CCCC4=O)ncnc32)c(C)c1	12%	10
Cn1cnnc1SCC(=O)Nc1sc2c(c1C(N)=O)CCC2	11%	-18
COCC(=O)N1CCC(Oc2ccc(C(=O)NC3CCOC(C)(C)C3)cc2)CC1 (stereo not given)	?	.
O=C(c1ccccc1NS(=O)(=O)c1cccc([N+](=O)[O-])c1)N1CCCC1	?	.

# Continuation.
canonical_smiles	Lipid storage S3	Lipid storage S3 cell count max
FC(F)(F)c1cc(-c2ccco2)nc(NCc2ccco2)n1	2%	-6
COc1ccc(-c2nnc(SCC(=O)NCC3CCCO3)o2)cc1 (stereo not given)	-26%	.
O=C(NCCc1ccccc1)C1CCCN(S(=O)(=O)c2cccc3nonc23)C1 (stereo not given)	?	.
Cc1ccc(OCCCC(=O)Nc2ccc(S(=O)(=O)N3CCOCC3)cc2)cc1	?	.
O=C(Oc1ccccc1N1C(=O)C2CCCCC2C1=O)c1ccccc1 (stereo not given)	-14%	2
CSc1n[nH]c(NC2=CC(=O)CCC2)n1	9%	1
COc1ccccc1N1CCN(C(=O)c2noc(C)c2[N+](=O)[O-])CC1	i	-28
CC(=O)N1c2c(cc(Br)cc2S(=O)(=O)NCc2ccc3c(c2)OCO3)CC1C (stereo not given)	-20%	-27
COc1ccccc1C(=O)Nc1ccc2c(C)cc(=O)oc2c1	?	.
O=C(Nc1nnc(Cc2ccc(Cl)cc2)s1)c1ccco1	5%	1

# Looked up by compound from the entries so far (3):
canonical_smiles	Lipid storage S3	Lipid storage S3 cell count max
Cc1nc(N)ncc1Sc1ccc(Cl)cc1	?	.
CCOc1ccc(OCC)c(NC(=O)CSc2nc3cccnc3n2C)c1	2%	-1
COC(=O)c1cc(NCc2cccs2)ccc1N1CCOCC1	i	-13

# Returning to the listing; the three compounds before the break are reprinted first.
canonical_smiles	Lipid storage S3	Lipid storage S3 cell count max
CC(=O)N1c2c(cc(Br)cc2S(=O)(=O)NCc2ccc3c(c2)OCO3)CC1C (stereo not given)	-20%	-27
COc1ccccc1C(=O)Nc1ccc2c(C)cc(=O)oc2c1	?	.
O=C(Nc1nnc(Cc2ccc(Cl)cc2)s1)c1ccco1	5%	1
COc1ccc([N+](=O)[O-])cc1NC(=O)c1cn(-c2ccc(C)c(C)c2)c(=O)c2ccccc12	?	.
O=C(NC1CC1)c1cc2c(s1)CS(=O)(=O)C2	-1%	7
O=C(Nc1nccs1)c1ccc(Cl)cc1[N+](=O)[O-]	-7%	.
CC1CCC(NC(=O)Cn2c(=O)oc3cc(S(=O)(=O)N4CCCC4)ccc32)CC1 (stereo not given)	?	.
O=C(Cc1ccc(O)cc1)N/N=C/c1cccs1	i	1
COc1cc(C(=O)NCCC(=O)N2CCC3(CC2)NCCc2[nH]cnc23)cc(OC)c1OC	i	21
COCc1nnc(NC(=O)CCSc2ccccc2)s1	?	.
CC(=O)N1CCc2ccccc2C1CC(=O)O (stereo not given)	-17%	-1
C/C(=N\Nc1ccc([N+](=O)[O-])cc1)c1ccc(N)cc1	10%	13
CC(C)CNS(=O)(=O)c1ccc(S(=O)(=O)N2CCCN(Cc3ccccc3)C2)cc1	7%	-9

# Carrying on:
# Order of results – Lipid storage S3, Lipid storage S3 cell count max
COC(=O)N/N=C(\C)c1ccc(OC(F)F)cc1OC(F)F
  2%, 6
COc1ccc(-n2ncc3c2CC(C)(C)CC3NC(=O)c2ocnc2C)cc1 (stereo not given)
  ?, .
CCOc1ccc(NC(=O)N2CCCC2C(=O)NCC2CCCO2)cc1 (stereo not given)
  ?, .
COc1ccc(OCC(=O)Nc2ccc(C)cc2)cc1
  i, 19
Cn1nc(-c2ccccc2)cc1NC(=O)c1cccs1
  ?, .
CN(C)C(=O)COc1ccc2cc(-c3ccccc3)c(=O)oc2c1
  i, .
CC(C)(C)n1nnnc1CN1CCN2CCCC2C1 (stereo not given)
  ?, .
O=C(Cc1ccsc1)NNC(=O)c1cccc(Cl)c1
  ?, .
CC(C)c1nc2cc(C(=O)N(C)C3CCOCC3)ccc2o1
  4%, -18
CN(Cc1cccc2cnccc12)C(=O)CCc1nnc(CCc2ccccc2)o1
  -16%, .
CCCCC(=O)Nc1nnn(CCC)n1
  i, 10
COc1cc(/C=C2/C(=O)NN(c3ccccc3)C2=O)cc(Br)c1O
  ?, .
N#C/C(=C/c1cn(CC(=O)O)c2ccccc12)C(=O)Nc1ccccc1
  9%, -2
O=C(OCCN1C(=O)c2ccccc2C1=O)c1cc(S(=O)(=O)N2CCOCC2)ccc1F
  4%, 6
Cc1cccc(N2C(=O)CC(NNc3nc4ccccc4s3)C2=O)c1 (stereo not given)
  33%, -40
CCOC(=O)N1CCN(C(=S)NC2CCCCC2)CC1
  -15%, -8
COc1ccccc1N1CCN(C2CC(=O)N(c3cccc(Cl)c3)C2=O)CC1 (stereo not given)
  i, 8
O=C(CN(C(=O)c1csnn1)c1ccccc1F)NCc1ccc2c(c1)OCO2
  ?, .
CC1CCN(c2nc3c(c(=O)n(C)c(=O)n3C)n2CCSc2ncccn2)CC1
  -29%, .
CC1=CC(=O)C(C(C)C)=C/C1=C(\c1cc(C(C)C)c(OP(=O)(O)O)cc1C)c1ccccc1C(=O)O
  ?, .
CCOc1ccc(OCC)c(NC(=O)CN2CCN(c3cccc(C)c3C)CC2)c1
  15%, 28
Nc1o[nH]c(=O)c1Cc1ccccc1
  ?, .
Cc1cc(NC(=O)c2nn(C)c(C)c2Br)no1
  ?, .
O=C(Nc1nccs1)c1ccc2ccccc2c1
  ?, .
Cc1csc(NC(=O)CN2C(=O)c3ccccc3C2=O)c1C(N)=O
  ?, .
COCCNc1nnc(SCC(=O)NNC(=O)c2ccccc2)s1
  ?, .
O=C(NC1CCCCC1)c1cnn2c(C(F)(F)F)cc(-c3ccco3)nc12
  7%, -13
Cc1ccc(-n2c(=O)[nH]c3c(C(N)=O)nc(-c4ccc(C)o4)nc32)cc1
  ?, .
COc1ccc(-c2noc(Cn3cc(S(=O)(=O)N4CCCC4)ccc3=O)n2)cc1
  ?, .
CCOC(=O)n1c(=O)n(Cc2ccc(F)cc2)c2ccccc21
  ?, .

# (more compounds)
# Order of results – Lipid storage S3, Lipid storage S3 cell count max
CC(C)C(=O)Nc1c(-c2cccc(Cl)c2)c(=O)c2ccccc2n1C
  -10%, 16
CC(=O)Nc1ccc(S(=O)(=O)N2CCc3cc4c(cc3C2C)OCCCO4)cc1 (stereo not given)
  3%, 7
COc1ccc(-c2nn(-c3ccccc3)cc2CNC(=O)c2cccc([N+](=O)[O-])c2)cc1
  ?, .
Cc1cc(NC(=O)Nc2ccc(Cl)cc2)n(C)n1
  ?, .
N/C(=N\OC(=O)N1CCOCC1)c1ccccc1
  ?, .
COc1ccc(NC(=O)CN(C)C(=O)c2cn(-c3ccccc3)nc2-c2ccc(OC)cc2)cc1
  ?, .
CCOC(=O)C1(C(=O)O)NC(=O)CC1c1ccccc1 (stereo not given)
  2%, -26
Cc1ccc2cc(CN(Cc3cccs3)C(=O)c3ccco3)c3nnnn3c2c1C
  19%, 8
COc1ccc(-c2cccc(C3CC=CC4C3C(=O)N(Cc3ccccc3)C4c3ccc(C(F)(F)F)cc3)c2)cc1 (stereo not given)
  ?, .
CC1CC1C(=O)OCC(=O)N(C)c1c(N)n(Cc2ccccc2)c(=O)[nH]c1=O (stereo not given)
  ?, .
CN(CC(=O)Nc1c(Cl)cccc1Cl)C(=O)c1cccn1C
  -11%, .
Fc1ccc(C2=Nn3c(Cc4ccccc4F)nnc3SC2)cc1
  ?, .
Cc1cc(=O)[nH]c(SCC(=O)Nc2cccc3ccccc23)c1C#N
  ?, .
Cc1c(C(=O)Nc2ccc(S(=O)(=O)N3CCOCC3)cc2)cccc1[N+](=O)[O-]
  ?, .
COc1cc(Cl)ccc1NC(=O)COc1ccccc1C(=O)N1CCN(c2ccc(O)cc2)CC1
  9%, -22
CNC(=S)N(Cc1ccco1)Cc1cc2cc(OC)ccc2[nH]c1=O
  ?, .
CN(C)c1nc(-c2ccccc2)c2cnn(Cc3ccccc3)c2n1
  ?, .
Cc1ccccc1-c1nnc(SCc2ccccc2F)o1
  ?, .
Cc1cc(C(=O)OCC(=O)NC(C)(C)C)c2ccccc2n1
  ?, .
Clc1ccc(N=C2SCC3CCCCN23)cc1 (stereo not given)
  i, 12
CC(C)CCn1c(CN(C)Cc2ccccc2)nc2c1c(=O)n(C)c(=O)n2C
  15%, -9
CCCCCCC(=O)Nc1ccc(C(=O)N/N=C/c2cccnc2)cc1
  -1%, -26
O=c1ccc(-c2ccc(S(=O)(=O)N3CCN(c4ccccc4)CC3)o2)n[nH]1
  ?, .
Cc1ccc(S(=O)(=O)Oc2cccc(/C=N/Nc3ccc(C(=O)O)cc3)c2)cc1
  -2%, 5
Cn1ncc(N2CCN(S(=O)(=O)c3ccc(Br)cc3)CC2)c(Cl)c1=O
  ?, .
COCCN(C(=O)c1oc2ccccc2c1COC)c1c(N)n(CC(C)C)c(=O)[nH]c1=O
  9%, 15
COc1ccc(-c2csc(NC(=O)C3CCN(C(=O)c4ccc(F)cc4)CC3)n2)cc1OC
  ?, .
COC(=O)c1cc(-c2cccs2)[nH]n1
  ?, .
CCCCOC(=O)C1=C(C)NC(=O)NC1c1cccc([N+](=O)[O-])c1 (stereo not given)
  ?, .
N#CCCn1cc(C(=O)N2CCOCC2)c(-c2ccc3c(c2)OCCO3)n1
  -2%, -14

# Other structures:
# Order of results – Lipid storage S3, Lipid storage S3 cell count max
CCCCn1c(=O)nc2n(-c3ccc(OC)cc3)c3ccccc3cc-2c1=O
  ?, .
CCN(CC)C(=O)c1[nH]cnc1C(=O)Nc1cccc(C)c1
  ?, .
CCOC(=O)/C(N=Nc1cc(C(=O)O)cc(C(=O)O)c1)=C(\O)CCl
  3%, -2
COc1ccc(CN2C(=NC(=O)COc3ccccc3)SC3CS(=O)(=O)CC32)cc1 (stereo not given)
  i, 18
COc1ccc(C)cc1NC(=S)NNC(=O)c1c(Br)cnn1C
  ?, .
COC(=O)Cc1nnc(SCC(=O)Nc2ccccc2)c2ccccc12
  i, .
CC(C)(C)c1csc(NC(=O)Cc2ccc(S(=O)(=O)N3CCOCC3)s2)n1
  ?, .
COc1ccc(-c2nc3c4ccccc4ccn3c2CN2CCCCC2)cc1
  ?, .
CC(=O)Nc1sc2c(c1C(c1cccc(F)c1)N1CCN(CCO)CC1)CCCC2 (stereo not given)
  16%, 4
COc1ccc(NS(=O)(=O)c2ccc(S(=O)(=O)N(C)C)cc2)cc1S(N)(=O)=O
  ?, .
CCOC(=O)c1ccc(NC(=O)CN2CCN(Cc3ccccc3)CC2)cc1
  24%, -3
COc1ccc(-c2cn3cc(C(F)(F)F)cc(Cl)c3n2)cc1
  ?, .
O=C1C=C(c2ccc(Cl)c(C(F)(F)F)c2)C[C@@H](c2ccc(F)cc2)C1
  ?, .
CC1CCN(c2ccc(/C=N\Nc3nncn3N)cc2[N+](=O)[O-])CC1
  i, -26
CC(=O)Nc1nnc(SCC(=O)c2ccc3c(c2)Cc2ccccc2-3)s1
  ?, .

# 3 structures from above, ordered by SMILES length, lowest first:
# Order of results – Lipid storage S3, Lipid storage S3 cell count max
COc1ccc(-c2nc3c4ccccc4ccn3c2CN2CCCCC2)cc1
  ?, .
CC(=O)Nc1sc2c(c1C(c1cccc(F)c1)N1CCN(CCO)CC1)CCCC2 (stereo not given)
  16%, 4
COc1ccc(NS(=O)(=O)c2ccc(S(=O)(=O)N(C)C)cc2)cc1S(N)(=O)=O
  ?, .

# Compound activity deposited in PubChem BioAssay by National Center for Advancing Translational Sciences (NCATS).

# The list is partial; the hit share may differ from the screen's.
